TEAD-YAP block: TEAD-YAP interaction inhibition. HEK-TIYL cells, TEAD-Gal4/YAP UAS-luciferase luminescence. inhibition, % at 9.12 µM. 640,000 tested, 1.4% active; in the data active = inhibition above about 32%;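 also: 0% = median of test compound wells and 100% = reference inhibitor wells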
FBW7 activator: human FBW7 E3 ligase activation, primary screen; Q969H0; AlphaScreen FBW7–phospho-cyclin E peptide binding, activator screen; normalized activity (activation), % at 26.1 µM; 650,000 tested, 0.13% active; AID 1259310; in the data active = normalized activity above about 1.9%;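 also: purified mutant Fbw7 with reduced substrate affinity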
MITF inh: human MITF inhibition, primary screen; O75030; inhibition, % at 2.6 µM; AID 1259374; 650,000 tested, 0.91% active; AlphaScreen MITF homodimerization, bead proximity signal; in the data active = inhibition above about 50%;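 also: 0% = vehicle wells with protein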
Target sequence (O75030 whole entry, looked up): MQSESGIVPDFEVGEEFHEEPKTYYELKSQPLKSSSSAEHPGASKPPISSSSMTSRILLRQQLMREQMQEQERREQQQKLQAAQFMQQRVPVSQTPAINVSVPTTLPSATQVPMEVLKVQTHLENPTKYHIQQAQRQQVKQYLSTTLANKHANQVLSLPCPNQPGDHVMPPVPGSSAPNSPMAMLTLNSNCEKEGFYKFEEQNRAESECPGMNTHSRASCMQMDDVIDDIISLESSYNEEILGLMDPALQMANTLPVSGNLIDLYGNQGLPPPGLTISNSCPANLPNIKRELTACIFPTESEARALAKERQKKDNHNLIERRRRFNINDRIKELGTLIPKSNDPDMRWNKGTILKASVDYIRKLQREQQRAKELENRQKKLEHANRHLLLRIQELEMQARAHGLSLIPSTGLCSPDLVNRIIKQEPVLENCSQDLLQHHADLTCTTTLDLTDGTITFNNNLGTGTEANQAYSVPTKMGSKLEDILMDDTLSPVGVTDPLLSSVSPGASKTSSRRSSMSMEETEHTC
GPR151 ag: human GPR151 activation | PathHunter beta-arrestin GPR151 cells, luminescence | activation, % at 11.2 µM | 650,000 tested, 1% active | AID 1508602; in the data active = activation above about 4.9%;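 also: 0% = median of compound wells and 100% = cells with positive control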
Target sequence (Q8TDV0 whole entry, looked up): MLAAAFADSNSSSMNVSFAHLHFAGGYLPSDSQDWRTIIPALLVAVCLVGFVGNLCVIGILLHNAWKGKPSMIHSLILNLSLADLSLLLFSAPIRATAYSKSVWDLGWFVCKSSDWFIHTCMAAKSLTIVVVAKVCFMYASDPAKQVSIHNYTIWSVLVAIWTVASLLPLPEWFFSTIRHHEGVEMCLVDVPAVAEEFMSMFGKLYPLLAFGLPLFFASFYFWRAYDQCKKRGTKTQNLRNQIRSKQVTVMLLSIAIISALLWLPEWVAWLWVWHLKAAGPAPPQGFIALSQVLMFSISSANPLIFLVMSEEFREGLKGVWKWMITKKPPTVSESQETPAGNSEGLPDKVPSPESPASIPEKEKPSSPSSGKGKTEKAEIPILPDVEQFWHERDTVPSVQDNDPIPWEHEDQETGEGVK
* marks the source's active call; other numbers are inactive results.

| SMILES | FBW7 activator | GPR151 ag | TEAD-YAP block | MITF inh |
| --- | --- | --- | --- | --- |
| Cc1ccc(S(=O)(=O)Nc2ccccc2C(=O)Nc2nc(-c3ccc(C#N)cc3)cs2)cc1 | 0.0 | 0.9 | 5 | -7 |
| O=C(CSc1nnc(NC(=O)CN2CCCCC2)s1)Nc1ccc([N+](=O)[O-])cc1 | -0.1 | -0.6 | 3 | 7 |
| Nc1nc(SCC(=O)Nc2ccccc2)[nH]c(=O)c1-c1ccccc1 | -0.1 | 0.5 | -4 | 3 |
| O=C(Nc1ccc(I)cc1)N1CCOCC1 | 0.2 | -0.1 | -10 | 15 |
| Cc1ccccc1NC(=O)CSc1nnc(-c2ccc([N+](=O)[O-])cc2)n1C | -0.3 | 3.6 | 6 | 13 |
| Cc1nn(-c2ccccc2)c(C)c1C(=O)OCc1cccc(S(=O)(=O)N(C)C)c1 | 0.6 | 3.6 | 24 | 2 |
| Cc1ccc(NC(=O)c2sc3nc(C)nc(N4CCN(C)CC4)c3c2C)cc1 | 0.4 | 1.3 | -1 | 23 |
| Cn1cc(/C=C\c2[nH]c(=O)[nH]c(=O)c2[N+](=O)[O-])c2ccccc21 | -0.3 | 1.4 | 3 | 9 |
| N#C/C(=C\c1ccccc1[N+](=O)[O-])C(=O)Nc1ccc([N+](=O)[O-])cc1Br | 0.0 | -1.2 | 1 | -2 |
| O=C(Nc1c(F)cc(F)cc1Br)c1cc2ccccc2oc1=O | 0.8 | -0.4 | -2 | 5 |
| COc1ccc(CN(CCC2CCOC(C)(C)C2)C(C)=O)cc1 (stereo unspecified) | 0.1 | 0.4 | -1 | 5 |
| Cc1ccccc1C(=O)N(Cc1ccsc1)C1CC1 | 0.0 | -0.1 | 4 | -4 |
| COC(=O)Nc1ccc(S(=O)(=O)N2CCC(Cc3ccccc3)CC2)cc1 | -0.1 | 1.7 | -6 | -8 |
| COc1ccc(-c2ccc(C(=O)Nc3ccc(N4CCOCC4)cc3)s2)cc1 | 0.9 | 2.8 | 4 | 10 |
| COc1cccc(-c2nc(-c3ccccn3)no2)c1 | 0.7 | -12 | 86* | -7 |
| COc1ccc(Cl)cc1C(=O)Nc1ccc2nn(-c3cccc4ccccc34)nc2c1 | -0.1 | 0.7 | 1 | -2 |
| O=C(ON1C(=O)CCC1=O)c1ccccc1Br | -0.3 | 0.4 | -1 | -15 |
| COC(=O)c1sc(S(=O)(=O)N2CCC(C)CC2)c(C(=O)OC)c1C | 0.1 | 0.2 | -2 | -3 |
| Cn1cccc1C(=O)NCCc1ccc(S(N)(=O)=O)cc1 | 0.1 | -0.5 | -5 | 5 |
| CC(C)C(NC(=O)c1ccccc1)C(=O)NCCc1ccccc1 (stereo unspecified) | -0.1 | -1.6 | 3 | -1 |
| C=CCOC(=O)C1=C(C)NC(SCC(=O)Nc2ccccc2C)=C(C#N)C1c1ccc(C)cc1 (stereo unspecified) | 0.1 | -0.5 | -8 | -7 |
| CC(C)c1ccc(C2C(C#N)=C(N)SC(N)=C2C#N)cc1 | -0.1 | 2.8 | -7 | 2 |
| CCOC(=O)c1[nH]c2ccccc2c1NC(=O)/C=C/c1ccccc1 | 0.0 | 0.8 | -13 | 1 |
| CN(C(=O)CCNS(=O)(=O)c1ccc2c(c1)c(=O)n(C)c(=O)n2C)C1CCCCC1 | -0.1 | -1.5 | 12 | 9 |
| CCOC(=O)C1CCCCN1C(=O)CCc1nnc(-c2ccc3c(c2)OCO3)o1 (stereo unspecified) | 0.0 | 1.0 | -51 | -5 |
| Nc1ncnc(NNC(=O)CNC(=O)c2ccco2)c1[N+](=O)[O-] | -0.2 | -0.9 | -7 | 7 |
| O=c1[nH]c2ccccc2nc1/C=C/c1ccc(O)cc1 | 0.1 | -11 | -16 | -4 |
| O=C(O)c1cccc(/C=N/NC(=S)Nc2ccccc2)c1O | -0.5 | 0.2 | 1 | 3 |
| Cc1cc(C)n2nc(SCC(=O)NC(C)CCc3ccccc3)nc2n1 (stereo unspecified) | 0.2 | 0.2 | -8 | -2 |
| CC1Cc2ccccc2N1C(=O)c1ccc(S(=O)(=O)N2CCN(C)CC2)cc1 (stereo unspecified) | -0.1 | 0.0 | 5 | 4 |
| CCOc1ccc(C2c3[nH]c4ccccc4c3CCN2C(=O)c2ccc(Cl)c(Cl)c2)cc1 (stereo unspecified) | 0.1 | 2.3 | 0 | 6 |
| CC(C)CCOc1ccc(CNC(=O)CCSc2nc3sc4c(c3c(=O)n2-c2ccccc2)CC(C)(C)OC4)cc1 | -0.1 | -0.1 | 1 | -5 |
| C#CCN1C(=O)S/C(=C/c2ccc(O)c(Br)c2)C1=O | -0.2 | -0.8 | -3 | 4 |
| COc1ccc(-c2nnc(SCC(=O)Nc3ccc(S(N)(=O)=O)cc3)o2)cc1 | 0.2 | 1.5 | 2 | 10 |
| COc1ccccc1CNc1nc(CN2CCCN(C=O)CC2)nc2c(C)cccc12 | 0.0 | 2.6 | 17 | -1 |
| Cc1scc(CN(C)Cc2ccccc2)c1C | 0.1 | -0.8 | -7 | -4 |
| COc1ccc(C2Oc3nc(SC)nnc3-c3ccccc3N2C(C)=O)c2ccccc12 (stereo unspecified) | 0.0 | -0.8 | 3 | 10 |
| Cn1c(=O)c2c(NC(=O)c3cc4ccccc4o3)ccnc2n(C)c1=O | 0.2 | 1.7 | 1 | 30 |
| O=C(Nc1cccc(NC(=O)c2cc(Br)ccc2Cl)c1)c1cccc(Cl)c1 | -0.1 | 0.9 | 1 | -5 |
| COc1ccc(-c2nc3n(n2)C(c2cccc(C)c2)C(C(N)=O)=C(C)N3)cc1 (stereo unspecified) | -0.1 | 0.3 | -5 | 9 |

Record cards (already shown). Order of values: FBW7 activator | GPR151 ag | TEAD-YAP block | MITF inh
Listed for COc1ccccc1CNc1nc(CN2CCCN(C=O)CC2)nc2c(C)cccc12 : 0.0 | 2.6 | 17 | -1
Listed for Cc1scc(CN(C)Cc2ccccc2)c1C : 0.1 | -0.8 | -7 | -4
Listed for C#CCN1C(=O)S/C(=C/c2ccc(O)c(Br)c2)C1=O : -0.2 | -0.8 | -3 | 4
Listed for CC(C)CCOc1ccc(CNC(=O)CCSc2nc3sc4c(c3c(=O)n2-c2ccccc2)CC(C)(C)OC4)cc1 : -0.1 | -0.1 | 1 | -5

Ordered by molar mass (ascending): some entries from above.
| SMILES | FBW7 activator | GPR151 ag | TEAD-YAP block | MITF inh |
| --- | --- | --- | --- | --- |
| Cc1scc(CN(C)Cc2ccccc2)c1C | 0.1 | -0.8 | -7 | -4 |
| COc1ccccc1CNc1nc(CN2CCCN(C=O)CC2)nc2c(C)cccc12 | 0.0 | 2.6 | 17 | -1 |
| O=C(Nc1cccc(NC(=O)c2cc(Br)ccc2Cl)c1)c1cccc(Cl)c1 | -0.1 | 0.9 | 1 | -5 |
| CC(C)CCOc1ccc(CNC(=O)CCSc2nc3sc4c(c3c(=O)n2-c2ccccc2)CC(C)(C)OC4)cc1 | -0.1 | -0.1 | 1 | -5 |

(next part)
| SMILES | FBW7 activator | GPR151 ag | TEAD-YAP block | MITF inh |
| --- | --- | --- | --- | --- |
| Cc1ccn(C(=O)c2ccccc2[N+](=O)[O-])n1 | -0.1 | 0.1 | -5 | 9 |
| COc1ccccc1-c1c2cc(O)c(=O)cc-2oc2cc(O)c(O)cc12 | -0.3 | -0.9 | 8 | 104* |
| O=C(CSc1cccc[n+]1[O-])NC(c1ccccc1)c1ccccc1 | 0.4 | -1.2 | -21 | 15 |
| COc1ccc(CCNC2CC(=O)N(CCc3ccc(OC)c(OC)c3)C2=O)cc1OC (stereo unspecified) | 0.1 | -1.2 | 7 | 4 |
| COc1ccc(/C(O)=C2\C(=O)C(=O)N(Cc3cccnc3)C2c2ccc(Br)cc2)cc1 (stereo unspecified) | 0.6 | 0.2 | 7 | 12 |
| COc1ccccc1NC(=O)C1=C(C)NC(SCC(=O)Nc2ccc(C)c(Cl)c2)=C(C#N)C1c1ccco1 (stereo unspecified) | 0.1 | 0.5 | 12 | -3 |
| CCN1CCN(C2CC(=O)N(c3ccc(NC(C)=O)cc3)C2=O)CC1 (stereo unspecified) | -0.2 | -0.3 | -13 | 14 |
| Cc1ccc(-n2cc(-c3ccccc3[N+](=O)[O-])cn2)cc1 | 0.5 | -1.2 | -60 | 32 |
| Cc1ccccc1Nc1nc(N2CCOCC2)nc(C)c1[N+](=O)[O-] | 0.1 | -0.6 | -1 | -8 |
| COc1cccc(C2N=C(c3ccccc3C)NO2)c1OC (stereo unspecified) | 0.1 | -0.4 | -12 | 4 |
| O=C(NCc1ccccc1)/C(=C\c1cccc(Oc2ccccc2)c1)NC(=O)c1ccccc1 | -0.1 | -0.2 | -6 | 6 |
| COc1cc(NS(=O)(=O)c2cnc[nH]2)cc(OC)c1 | 0.2 | -0.2 | -5 | 2 |
| COc1ccc(S(=O)(=O)N2CCN(C)CC2)cc1[N+](=O)[O-] | -0.1 | 1.5 | 7 | -2 |
| Cn1c(=O)[nH]c(=O)c2c1nc(NCCCn1ccnc1)n2CCO | -0.1 | 0.5 | -8 | -1 |
| COc1ccc(NCN2C(=O)c3cc(Cl)c(Cl)cc3C2=O)cc1 | 0.7 | -1.7 | 4 | 15 |
| CCc1ccc(NC(=S)N(Cc2cccnc2)Cc2ccccc2Cl)cc1 | 0.0 | -0.5 | 0 | 0 |
| O=C(Nc1ccccc1F)N1CCC(CN2CCOCC2)CC1 | -0.1 | -0.1 | 4 | 9 |
| O=c1c(NCCc2ccc(Cl)cc2)c(-c2ccccc2)c1=O | -0.1 | 0.6 | 0 | -1 |
| N#Cc1nc(/C=C/c2ccccc2)oc1N1CCOCC1 | 0.4 | 0.5 | -15 | 11 |
| COc1ccccc1CNC(=O)c1cn(-c2ccc(Cl)cc2)c(=O)c2ccccc12 | 0.1 | 0.5 | 6 | -1 |
| CCOC(=O)C1=C(C)N=c2s/c(=C\c3cc([N+](=O)[O-])ccc3N3CCOCC3)c(=O)n2C1c1ccccc1 (stereo unspecified) | 0.1 | 0.1 | 6 | -6 |
| Cc1noc(C)c1C(=O)NN1CCOCC1 | 0.9 | 2.7 | 1 | 21 |
| Cc1cccc(NC(=O)CCC2CCN(C(=O)CCc3scnc3C)CC2)c1 | 0.2 | -1.2 | -4 | 12 |
| Cc1c(NC(=O)COc2ccc3ccccc3c2)cccc1[N+](=O)[O-] | -0.1 | 0.0 | 16 | 9 |
| COc1cccc(C2CC(=O)C=C(NN3CCOCC3)C2)c1 (stereo unspecified) | 0.0 | -0.3 | 6 | 11 |
| O=C(c1ccc(N2C(=O)c3ccccc3C2=O)cc1)N1CCN(c2ccccc2)CC1 | 0.1 | 3.7 | 14 | 10 |
| COc1ccc(CCNC(=O)CSc2nnc(Cc3csc(N)n3)n2C)cc1OC | -0.3 | -0.1 | 0 | 20 |
| O=C(c1ccc(Cn2c(=S)[nH]c3ccc(Br)cc3c2=O)cc1)N1CCC(N2CCCCC2)CC1 | -0.1 | 0.0 | -6 | -8 |
| CCOc1cc(C2C(C#N)=C(N)OC(C)=C2C(=O)OC)c(Cl)cc1OCC(=O)OC (stereo unspecified) | 0.0 | 0.8 | 0 | 3 |
| CCOCCCNC(=O)Cn1c2ccccc2c2cn[nH]c(=O)c21 | 0.2 | 0.8 | 0 | -9 |
| O=C(NCCOc1ccc(-c2ccc(F)cc2)nn1)c1ccc(I)cc1 | -0.1 | 1.1 | -7 | 1 |
| O=c1[nH]c2ncc(-c3cccc(O)c3)nc2n1C1CCCCC1 | -0.4 | 0.4 | -4 | -15 |
| O=[N+]([O-])c1nc(Br)n(C23CC4CC(CC(C4)C2)C3)n1 | 0.3 | -1.2 | -4 | 3 |
| Cc1nnc(-c2ccc(NC(=O)c3ccc(OC(C)C)cc3)cc2)o1 | 0.1 | 1.5 | 4 | -9 |
| COC(=O)Nc1ccc(S(=O)(=O)N2CCCC(C(=O)N3CCC(C)CC3)C2)cc1 (stereo unspecified) | 0.0 | 1.2 | -6 | -12 |
| O=C(NCCCn1ccnc1)c1cc2cc([N+](=O)[O-])ccc2oc1=O | 0.1 | 2.0 | -4 | 1 |
| CC(Oc1cccc(Cl)c1)C(=O)NC1CCCC1 (stereo unspecified) | 0.0 | -0.2 | 4 | -21 |
| c1ccc2c(c1)OCC(c1nnc3sc(-c4ccc5c(c4)OCCO5)nn13)O2 (stereo unspecified) | 0.6 | 0.4 | -5 | 24 |
| CCCC(=O)Nc1sc2c(c1C(=O)NC)CCN(C(=O)OC)C2 | -0.1 | 0.2 | 5 | -12 |
| O=C(CCc1ccccc1)Nc1nnc(-c2ccncc2)o1 | 0.6 | -2.2 | -1 | 23 |
| CC(C)CCNC(=O)NC(=O)COC(=O)c1cc2ccccc2oc1=O | 0.2 | 12* | -4 | 19 |
| COc1ccc(OC)c(N(C)S(=O)(=O)c2cc(Br)cnc2N)c1 | -0.1 | 0.4 | -2 | 2 |
| Cc1ccc(-c2nc3ccccc3o2)cc1NC(=O)COc1ccc(Cl)cc1 | 0.0 | -0.6 | -5 | 12 |
| COC(=O)c1cn[nH]c1NC(=S)Nc1ccc(Br)cc1 | -0.1 | -0.4 | 39* | -4 |
| CCCC1CCC(C2=N/C(=C\c3ccc(C)cc3)C(=O)O2)CC1 (stereo unspecified) | 0.2 | 1.6 | 0 | 24 |
| CC1CC(=O)C2=C(C1)OC(N)=C(C#N)C21C(=O)Nc2ccccc21 (stereo unspecified) | 0.1 | 1.5 | 18 | -11 |
| COC(=O)C1=C(C)NC(=O)C1(c1c(C)[nH]n(-c2ccccc2)c1=O)C(F)(F)F (stereo unspecified) | 0.0 | 2.6 | 2 | -18 |
| CC(C)(C)NC(=O)C(c1ccc(F)cc1)N(C(=O)c1csnn1)c1ccc(F)cc1 (stereo unspecified) | 0.0 | -0.3 | 14 | -7 |
| CCC1CCc2c(sc(NC(=O)c3cc(-c4ccccc4C)nc4ccccc34)c2C(N)=O)C1 (stereo unspecified) | -0.1 | -1.2 | 5 | -9 |

Assay outcomes from PubChem.
